Compound activity deposited in PubChem BioAssay by The Scripps Research Institute Molecular Screening Center.
PAFAH1B2 inh = blocks human PAF acetylhydrolase 1b catalytic subunit 2; P68402; recombinant PAFAH1B2, FP-rhodamine activity probe, fluorescence polarization; inhibition, % at 3.39 µM; hit rate 1.2% among 340,000; AID 492953;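 active = inhibition above the mean of all tested compounds plus 3 SD, cut at about 24% in these data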;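 also: 0% = enzyme with DMSO and 100% = wells lacking PAFAH1B2; many of its hits are not listed in these tables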
Target sequence (P68402 whole entry, looked up): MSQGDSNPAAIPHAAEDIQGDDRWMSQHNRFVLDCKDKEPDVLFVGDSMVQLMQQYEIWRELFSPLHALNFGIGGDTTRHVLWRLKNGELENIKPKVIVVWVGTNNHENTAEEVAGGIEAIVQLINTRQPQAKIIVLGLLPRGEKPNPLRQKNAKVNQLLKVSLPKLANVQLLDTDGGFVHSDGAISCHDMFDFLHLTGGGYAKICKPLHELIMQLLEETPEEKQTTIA
LYPLA2 counter = blocks human lysophospholipase 2, a PME1 counter-screen | O95372 | recombinant LYPLA2, FP-Rh probe fluorescence polarization | inhibition, % at 5.9 µM | hit rate 0.38% among 320,000 | AID 2177;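 active = inhibition above the screen-wide mean plus 3 SD, limit set per campaign, cut at about 26% in these data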;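 also: 0% = LYPLA2 with DMSO and 100% = wells lacking LYPLA2 enzyme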
Target sequence (O95372 whole entry, looked up): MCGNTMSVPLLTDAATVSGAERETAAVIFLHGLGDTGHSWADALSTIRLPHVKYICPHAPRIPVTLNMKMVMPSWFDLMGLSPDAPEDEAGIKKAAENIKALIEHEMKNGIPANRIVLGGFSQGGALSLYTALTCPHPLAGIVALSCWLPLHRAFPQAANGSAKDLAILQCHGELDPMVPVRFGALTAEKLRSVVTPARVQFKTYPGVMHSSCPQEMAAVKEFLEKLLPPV
PAFAH2 FP inh = inhibitors of human PAFAH2 | Q99487 | recombinant PAFAH2, FP-rhodamine activity probe, fluorescence polarization | inhibition, % at 3.39 µM | hit rate 0.99% among 340,000 | AID 492956;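 active = inhibition above the mean over all tested compounds plus 3 SD, cut at about 30% in these data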;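 also: inhibitors block probe labeling of enzyme so polarization drops; 0% = enzyme with DMSO and 100% = wells lacking PAFAH2 protein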
ZTA counter = counter-screen for EBNA-1 inhibitors: inhibitors of Epstein-Barr virus ZTA; P03206; ZTA-DNA binding, fluorescence polarization; inhibition, % at 11 µM; hit rate 0.15% among 320,000; in the data active = inhibition above about 33%
EBNA-1 inh = blocks EBNA-1 binding to DNA; hit rate 0.34% among 300,000; inhibition, % at 14.8 µM; EBNA-1 DNA binding, fluorescence polarization; in the data active = inhibition above about 28%
PREPL inh = inhibits the human prolyl oligopeptidase-like enzyme; Q4J6C6; recombinant PREPL, fluorescence polarization activity-based probe; inhibition, % at 5.96 µM; hit rate 0.68% among 320,000; AID 2751; in the data active = inhibition above about 43%;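 also: 0% = enzyme with DMSO and 100% = wells lacking enzyme; many of its hits are not listed in these tables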
pPAFAH inh = pPAFAH (human) enzyme inhibition; inhibition, % at 3.39 µM; AID 463082; hit rate 1.5% among 330,000; recombinant pPAFAH, FP-rhodamine probe fluorescence polarization;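 active = inhibition above the mean inhibition across the screen plus 3 SD, cut at about 25% in these data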;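 also: inhibitors block binding of the rhodamine activity-based probe so polarization drops; 0% = enzyme with DMSO and 100% = wells lacking pPAFAH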
Target sequence (Q13093 whole entry, looked up): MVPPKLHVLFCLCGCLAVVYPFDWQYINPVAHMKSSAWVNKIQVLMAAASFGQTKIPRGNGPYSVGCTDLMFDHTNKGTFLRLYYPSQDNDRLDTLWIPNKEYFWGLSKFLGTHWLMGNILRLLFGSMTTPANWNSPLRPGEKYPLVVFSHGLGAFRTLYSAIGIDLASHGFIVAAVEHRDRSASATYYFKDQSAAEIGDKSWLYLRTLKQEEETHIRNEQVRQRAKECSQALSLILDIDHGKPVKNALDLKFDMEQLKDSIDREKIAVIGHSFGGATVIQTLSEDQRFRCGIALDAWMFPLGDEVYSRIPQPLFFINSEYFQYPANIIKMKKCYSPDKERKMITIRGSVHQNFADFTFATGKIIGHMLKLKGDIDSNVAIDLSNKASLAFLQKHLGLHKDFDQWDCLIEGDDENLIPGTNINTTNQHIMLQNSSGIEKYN
PAFAH1B3 inh = blocks human PAF acetylhydrolase 1B catalytic subunit 3 | Q15102 | recombinant PAFAH1B3, FP-rhodamine probe, fluorescence polarization | inhibition, % at 3.39 µM | hit rate 0.28% among 340,000;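 active = inhibition above the screen-wide average of all tested compounds plus 3 SD, cut at about 25% in these data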;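 also: 0% = enzyme with DMSO only and 100% = wells lacking PAFAH1B3 protein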
LYPLA1 counter = blocks human lysophospholipase 1, a PME1 counter-screen. recombinant LYPLA1, FP-Rh probe fluorescence polarization. inhibition, % at 5.9 µM. hit rate 0.16% among 320,000;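 active = inhibition above the mean of all tested compounds plus 3 SD, set per campaign, cut at about 14% in these data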;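 also: inhibitors block serine hydrolase probe labeling of LYPLA1 so polarization falls; 0% = enzyme with DMSO and 100% = wells lacking LYPLA1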
* marks the source's active call; other numbers are inactive results; . = not tested or not shown. Not all compounds are listed, so the mix of outcomes need not match the whole.

SMILES	PAFAH1B2 inh	LYPLA2 counter	PAFAH2 FP inh	ZTA counter	EBNA-1 inh	PREPL inh	pPAFAH inh	PAFAH1B3 inh	LYPLA1 counter
O=C(COc1ccc(S(=O)(=O)NCc2ccccc2)cc1Cl)NCC1CCCO1 (stereo unspecified)	6	10	1	2	8	1	23	4	2
COc1ccccc1Nc1nc(-c2cccc(N3C(=O)c4ccccc4C3=O)c2)cs1	8	1	0	2	9	-3	-3	3	-5
COc1ccc(NC2CC(=O)N(C)C2=O)cc1 (stereo unspecified)	1	-3	5	-22	5	14	0	-3	4
COc1ccc(NC(=O)C2CCN(c3cc(-c4ccccc4)nc4ncnn34)CC2)cc1OC	2	14	10	4	0	42	6	14	-1
COc1ccc(N2CCN(Cc3nc4c(c(=O)[nH]c(=O)n4C)n3CCCc3ccccc3)CC2)cc1	3	-4	3	7	1	32	19	4	-1
CCCn1c(=O)c2[nH]cnc2n(-c2ccc(Cl)cc2)c1=O	-2	8	-8	1	13	2	4	6	-1
OCCN1CCN(CC(O)COCC2COc3ccccc3O2)CC1 (stereo unspecified)	3	4	-2	4	5	20	6	-1	3
Cc1ccc(C2CC(c3ccccc3)=NN2c2ccccc2)o1 (stereo unspecified)	-3	2	-2	0	-3	-2	6	0	0
Cc1cc2nc(-c3cccc(NC(=O)c4ccc(Br)o4)c3C)oc2cc1C	1	-14	-4	-11	-8	-19	-9	-1	-7
Nc1ncnc2c1ncn2C1CCCC1	1	-3	6	8	9	-3	3	0	-3
COc1cc(-c2nc(CCNC(=O)c3ccco3)cs2)cc(OC)c1OC	2	4	3	8	8	8	0	5	-5
O=C(CN1C(=O)C2C3CCC(C3)C2C1=O)OCC(=O)c1cccc([N+](=O)[O-])c1 (stereo unspecified)	1	-1	6	-7	11	5	2	3	0
O=C(CSC1=NCCS1)Nc1ccnc2ccccc12	0	2	-3	6	-6	5	0	8	1
CC(C)c1ccc2[nH]c(O)c(N=NC(=S)NCCc3ccccc3)c2c1	-7	-15	-6	10	9	5	-2	9	-10
C/C(=N\Nc1ccccc1Cl)c1ccc(-n2ccnc2)cc1	2	6	11	-10	-5	15	6	-3	4

Four consecutive records out of the list so far, quoted:
SMILES	PAFAH1B2 inh	LYPLA2 counter	PAFAH2 FP inh	ZTA counter	EBNA-1 inh	PREPL inh	pPAFAH inh	PAFAH1B3 inh	LYPLA1 counter
O=C(CN1C(=O)C2C3CCC(C3)C2C1=O)OCC(=O)c1cccc([N+](=O)[O-])c1 (stereo unspecified)	1	-1	6	-7	11	5	2	3	0
O=C(CSC1=NCCS1)Nc1ccnc2ccccc12	0	2	-3	6	-6	5	0	8	1
CC(C)c1ccc2[nH]c(O)c(N=NC(=S)NCCc3ccccc3)c2c1	-7	-15	-6	10	9	5	-2	9	-10
C/C(=N\Nc1ccccc1Cl)c1ccc(-n2ccnc2)cc1	2	6	11	-10	-5	15	6	-3	4

The list continues.
SMILES	PAFAH1B2 inh	LYPLA2 counter	PAFAH2 FP inh	ZTA counter	EBNA-1 inh	PREPL inh	pPAFAH inh	PAFAH1B3 inh	LYPLA1 counter
O=C(CN1CCN(c2ccc(F)cc2)CC1)NCc1ccc(F)cc1	8	8	6	-13	-1	-13	-1	7	2
O=C(C(NS(=O)(=O)c1cccc2nsnc12)c1ccccc1)N1CCN(c2ccccn2)CC1 (stereo unspecified)	3	0	3	-14	6	21	1	3	4
CS(=O)(=O)c1ccc2nc(NC(=O)C3CCCCC3)sc2c1	-2	-6	7	11	-7	13	-3	3	2
CCCc1cc(=O)[nH]c(SCC(=O)Nc2cc(S(=O)(=O)N(CC)c3ccccc3)ccc2Cl)n1	2	.	-3	.	.	-7	10	0	.
O=C(CNC(=O)C12CC3CC(CC(C3)C1)C2)N/N=C\c1ccccn1	5	-7	8	7	-5	7	3	8	-1
COc1ccc(C(C)NC(=O)C2CCCC2)cc1 (stereo unspecified)	6	-5	3	-13	-1	3	-1	3	1
COc1ccc(F)cc1-c1nc(N)nc(N)n1	6	0	4	-11	.	1	0	13	-2
O=C(COc1ccccc1[N+](=O)[O-])N/N=C/c1cccc(OC(=O)c2ccc3c(c2)OCO3)c1	0	-5	-27	20	9	47*	2	-5	1
CCOC(=O)Cn1c(S(=O)(=O)Cc2ccccc2)nc2ccccc21	5	0	2	-13	-3	12	3	4	0
COc1cc(C(=O)NCC(=O)NNC(=O)CN(C)S(=O)(=O)c2ccc(Cl)cc2)cc(OC)c1OC	5	.	-1	.	.	11	1	-1	.
COc1cccc(NC(=O)Cn2cnc3c(oc4nc5c(cc43)CCCC5)c2=O)c1	-7	-3	-12	-4	4	16	1	-12	-1
O=C(O)c1ccc(Nc2ncc([N+](=O)[O-])cc2[N+](=O)[O-])cc1	.	2	.	7	10	-4	6	.	2
CC1CCN(C(=O)CN(C2CCCCC2)S(C)(=O)=O)CC1	2	11	5	-13	6	3	0	11	2
CN(C)c1oc(/C=C/c2cccs2)nc1S(=O)(=O)c1ccccc1	6	7	10	-13	-7	-11	1	6	1
COc1cc(/C=C2\SC(=S)N(C(C(=O)O)c3ccccc3)C2=O)ccc1O (stereo unspecified)	-83	-171	-147	2	7	-148	-38	-122	-86
CC(OCCN1CCCC1)(c1ccc(F)cc1)c1ccc(F)cc1	4	7	0	3	3	-33	2	2	1
COc1ccc(/C=C2\N=C(SC)SC2=O)cc1OC	0	-3	8	-3	-9	6	1	-3	2
Cn1c(=O)c2c(nc(Sc3ncccn3)n2Cc2ccccc2Cl)n(C)c1=O	4	2	-3	-5	7	6	-2	9	-3
COc1ccc(S(=O)(=O)N(C)C[C@H]2Oc3c(cccc3N(C)C)C(=O)N([C@H](C)CO)C[C@@H]2C)cc1	7	.	-10	.	.	12	4	2	.
CC(C)(C)NCCCCOc1ccc(F)cc1	6	0	17	11	4	-10	-3	-6	0
COc1cc(OC)c(OC)cc1/C=N/Nc1ncnc2c1[nH]c1ccc(C)cc12	4	-2	15	-2	-8	-4	8	7	0
C[N+]1(CCOC(=O)C2(c3ccccc3)CCCC2)CCCCC1	4	4	1	-20	-2	1	-5	3	0
CCSc1nnc(Cn2c(=O)sc3ccccc32)n1-c1ccc(OC)cc1	1	-5	-8	9	1	-4	0	3	0
COc1ccc(NC(=S)NC(=O)c2csnn2)cc1	1	-1	1	1	8	15	10	-4	2
CC1NC(=O)N(C)C2NC(=O)N(C)C(c3ccccc3)C12 (stereo unspecified)	1	0	1	2	5	3	2	2	2
Cc1cc(/C=C2/C(=N)N3C(c4ccccc4)=CSC3=NC2=O)c(C)n1-c1ccccc1	-11	-22	-49	15	-2	-4	11	-4	-14
Cc1oc(-c2ccccc2Cl)nc1CS(=O)CC(=O)NCc1ccco1 (stereo unspecified)	-2	-4	4	8	10	-8	0	17	1
COC(=O)C1=C(N)Oc2cc(C)n(Cc3cccnc3)c(=O)c2C1c1cccc(OC)c1OC (stereo unspecified)	-5	6	7	-4	-2	4	2	-3	4
CC(=O)Nc1ccc(S(=O)(=O)Nc2cccc(-n3cnnn3)c2)cc1	9	-4	5	-1	5	9	3	10	2
O=C(COC(=O)CNC(=O)c1cccs1)Nc1ccc(C(F)(F)F)cc1[N+](=O)[O-]	3	2	-2	10	-10	8	5	2	1
Clc1ccc(-c2nnnn2-c2ccc(Cl)cc2)cc1	.	-1	.	-6	-4	-3	5	.	-3
CCC(=O)OC1(C)C(=O)C=C2C=C(CCCC(=O)OC)OC=C2C1=O (stereo unspecified)	-4	4	4	3	5	8	16	3	2
Cc1nn(-c2ccccc2)c(Cl)c1C(=O)Nc1ccc(N2CCOCC2)cc1	3	-1	-3	7	-8	0	1	5	2
Cc1ccc(C(=O)COC(=O)CCCC(=O)Nc2cc(C(F)(F)F)ccc2Cl)cc1C	4	-7	12	14	-4	1	16	-5	-9
O=C(Nc1sc2c(c1C(=O)c1ccc(Cl)cc1)CCCC2)c1cccnc1	-2	-6	-2	-5	1	-12	-2	-3	-5
O=C(CSc1nnc(COc2cccc3cccnc23)o1)N1CCCC1	1	-2	-3	6	5	5	7	2	-2
COC(=O)CSc1nc2sccc2c(=O)n1-c1ccccc1	-1	-7	4	-2	7	-11	9	3	-2
Cc1ccc(C(=O)NC(C)c2ccc(-n3ccnc3)cc2)o1 (stereo unspecified)	3	3	8	-5	-3	17	-1	4	1
CCOC(=O)CNc1c(-c2ccc(O)cc2)nc2ccc(Cl)cn12	2	-3	6	9	9	4	11	5	-2
CCOc1nc(-c2ccc(Cl)cc2)nc2ccccc12	3	-2	-6	-1	0	-8	-2	-1	-1
COc1cccc(NC(=O)Cc2nc(-c3ccccc3)sc2-c2ccc(C)cc2)c1	-18	-30	-22	-10	-13	-6	-24	-23	-21
COc1cc(-c2nnc(NC(=O)c3ccc(S(=O)(=O)N4CCOCC4)cc3)o2)cc(OC)c1OC	.	-4	.	3	-3	-1	0	.	-2
O=C(Nc1cccnc1)C12CC3CC(CC(C3)C1)C2	5	5	7	-7	2	-4	4	9	1
CCn1c(=N)c(S(=O)(=O)c2ccccc2)cc2c(=O)n3ccccc3nc21	5	-5	13	4	-4	-2	-2	5	-5
O=C(Nc1ccc(-c2cscn2)cc1)C1CCCN(Cc2ccccc2)C1 (stereo unspecified)	1	-10	4	11	-20	-28	-8	3	-5
COc1ccc(C(C)(C)C)cc1NC(=O)CCc1c(C)noc1C	4	2	-2	-18	.	7	1	7	1
Cc1noc(C)c1S(=O)(=O)N1CCCC1C(=O)NC(C)(C)C (stereo unspecified)	5	6	0	-12	1	10	0	-3	2
O=C(CSc1nc2c(c(C(F)(F)F)n1)CCc1ccccc1-2)NCc1ccco1	2	-7	-2	8	-2	2	-1	10	-2
Cc1c(C(=O)N/N=C/c2ccc(Cl)cc2)[nH]c2ccc(Cl)cc12	-9	-20	-60	-3	6	6	-3	-14	-14
COc1ccc(C(=O)NCCS(=O)(=O)NCc2ccccc2)cc1	4	2	6	-13	5	16	4	2	2
CC(C)n1c(SCC(=O)Nc2ccccc2)nc2c1c(=O)n(C)c(=O)n2C	3	-5	8	-9	2	5	3	10	0
Cn1c(=O)c2sccc2n2c(CCCC(=O)NCc3ccc(F)cc3)nnc12	0	-2	-6	-10	-3	13	3	7	-4
CC(C)N(C(=O)[C@H]1C[C@H](CC(=O)NCCC2=CCCCC2)C(=O)N2CCc3c([nH]c4ccc(Cl)cc34)[C@]12C)C(C)C	1	.	6	.	.	.	-2	-3	.
Cc1ccc(SCC(=O)OCC(=O)NCCc2ccc(S(N)(=O)=O)cc2)c(C)c1	21	.	7	.	.	1	18	1	.
CC(=O)Nc1ccc(C(O)(C(F)(F)F)C(F)(F)F)cc1	4	-11	-4	-14	-3	10	-6	-5	-4
Cc1cc(C)nc(NS(=O)(=O)c2ccccc2)n1	-4	4	3	-3	3	13	4	0	3
CC1(C)NC(=O)N(CCOc2cccc(Oc3ccccc3)c2)C1=O	0	3	1	1	-2	9	14	8	-2
FC(F)(F)c1nc(NCc2cccnc2)c2ccccc2n1	1	5	-3	11	-5	-5	4	16	2
O=C(c1ccccc1)C1CCN(CC(=O)N2CCN(c3ccccc3)CC2)CC1	-1	4	4	-3	-4	14	-10	-5	-3
CCCCNC(=O)OCC(CC)NC(=O)OCC(C)C (stereo unspecified)	-3	1	6	8	6	-9	6	2	3
O=C(OCn1nnc2ccccc2c1=O)c1cc2ccccc2o1	3	7	7	9	-2	5	1	2	2
C=C(C)C(=O)N1CC2(CC(c3cccc(NC(=O)/C=C\C)c3)=NO2)C[C@H]1C(N)=O (stereo partly specified)	5	6	7	17	0	2	1	-4	6
CC(=O)NC1=C(N(C)C2CCS(=O)(=O)C2)C(=O)c2ccccc2C1=O (stereo unspecified)	8	-2	8	-14	0	0	7	25	0
